# RBBP9 inhibitor: human RBBP9 inhibitors, primary screen, biochemical, fluorescence polarization, FP-Rh probe, HTS; recombinant RBBP9; inhibition, % at 7.94 µM; 220,000 compounds, 0.2% hits; AID 1515, 2009;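 active = inhibition above the campaign mean of all tested compounds plus 3 SD, cut at about 14% in these data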;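 note: plate controls were DMSO wells with RBBP9 for no effect and wells lacking RBBP9 protein for full effect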
# Target sequence (O75884 whole entry, looked up): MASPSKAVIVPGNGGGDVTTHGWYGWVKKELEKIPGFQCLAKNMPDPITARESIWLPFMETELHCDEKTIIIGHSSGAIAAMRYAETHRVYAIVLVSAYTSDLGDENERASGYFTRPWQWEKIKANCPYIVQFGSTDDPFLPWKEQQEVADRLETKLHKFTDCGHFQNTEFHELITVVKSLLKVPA
#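 System: RBBP9 protein | Quantity: 2.5 µM RBBP9 dispensing solution, before mixing | Reagent: FP-Rh probe, 375 nM dispensing solution | Timing: Enzyme-compound preincubation 30 min, then probe labeling 45 min, 25 °C | Measured by: Fluorescence polarization | Read-out: % inhibition | Replication: One well per compound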
# p47phox inh: p47phox/p22phox peptide binding inhibitors, primary screen, biochemical, uHTS, NADPH oxidase regulatory subunit; Neutrophil cytosol factor 1 (Homo sapiens), P14598; AID 1274, 2008; 220,000 compounds, 0.53% hits; fluorescence polarization, 2 h; inhibition, % at 24.7 µM;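 active = inhibition above about 30%, limit read from the data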;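 note: 0% = p47phox with labelled peptide and 100% = labelled peptide alone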
# PPC-1+TRAIL kill: compounds killing PPC-1 cancer cells with TRAIL present, primary screen, TRAIL potentiator project, ATPLite luminescence, uHTS; PPC-1 cells + TRAIL, ATPLite viability luminescence; cell killing (% activity), % at 4 µM; 220,000 compounds, 0.41% hits; AID 1443, 2008;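 active = cell killing above 50% in the first pass at 4 µM, then a duplicate retest at 5 µM averaging 50% or more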;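 note: plate controls were cells with TRAIL plus DMSO for no effect and medium-only wells lacking cells for full effect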
# Ba/F3 V617F tox: reduced viability of JAK2V617F-dependent Ba/F3 cells, primary screen, JAK2V617F inhibitor project, cell-based, Ba/F3 EpoR-JAK2V617F, luminescence. 220,000 compounds, 1.1% hits. AID 1446, 2008. inhibition, % at 5.6 µM. ATP luminescence;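 active = inhibition above the campaign mean plus 3 SD over all tested compounds, cut at about 24% in these data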;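 note: cytokine-independent growth of Ba/F3 cells driven by EpoR plus mutant JAK2; 0% = DMSO-treated cells and 100% = JAK inhibitor I control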
# Furin inhibitor: human furin inhibitors, primary screen, biochemical, fluorescence intensity; P09958; purified furin, fluorogenic substrate cleavage; inhibition, % at 30 µM; 220,000 compounds, 0.061% hits; AID 463115, 2010; in the data active = inhibition above about 25%; note: inactives centre near -15
# Target sequence (P09958 108-714 limits assumed): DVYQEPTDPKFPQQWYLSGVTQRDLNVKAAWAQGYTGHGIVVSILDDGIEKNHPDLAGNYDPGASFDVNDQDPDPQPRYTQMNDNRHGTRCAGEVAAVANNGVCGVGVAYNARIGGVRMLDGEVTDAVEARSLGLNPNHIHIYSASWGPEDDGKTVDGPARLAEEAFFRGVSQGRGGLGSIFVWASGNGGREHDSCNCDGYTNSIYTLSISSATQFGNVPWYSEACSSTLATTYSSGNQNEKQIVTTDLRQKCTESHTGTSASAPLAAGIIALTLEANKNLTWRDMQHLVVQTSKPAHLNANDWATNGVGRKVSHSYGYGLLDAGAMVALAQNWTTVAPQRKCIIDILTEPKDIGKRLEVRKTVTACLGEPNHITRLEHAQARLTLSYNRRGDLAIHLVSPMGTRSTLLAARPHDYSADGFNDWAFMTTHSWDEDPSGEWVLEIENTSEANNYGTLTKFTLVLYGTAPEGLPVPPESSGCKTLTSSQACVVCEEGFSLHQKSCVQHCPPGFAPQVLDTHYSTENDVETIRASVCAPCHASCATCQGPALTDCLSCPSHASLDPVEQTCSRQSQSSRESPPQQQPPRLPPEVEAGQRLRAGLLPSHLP
# EP2 antag: human EP2 receptor antagonists, primary screen, TR-FRET cAMP, C6 glioma cells; Prostaglandin E2 receptor EP2 subtype (Homo sapiens), P43116; C6 glioma cells expressing human EP2; cells stimulated with saturating PGE2; inhibition, % at 25 µM; 260,000 compounds, 0.52% hits; AID 1422, 2008;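 active = percent inhibition above 40 after rounding to a whole number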;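 note: rat C6 glioma host cells with rolipram phosphodiesterase inhibitor present; the protocol text gives 20 µM as final concentration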
# TbHK1 inh: Trypanosoma brucei hexokinase 1 inhibitors, primary screen, biochemical, G6PDH-coupled NADH absorbance, MLSCN library; hexokinase 1 [Trypanosoma brucei]; recombinant TbHK1, G6PDH-coupled NADH A340; inhibition, % at 10 µM; 220,000 compounds, 0.11% hits; AID 1430, 2008;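 active = inhibition of 50% or more in the single-dose primary screen; inactive = inhibition below 50%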
# p97 inhibitor: inhibitors of human p97 ATPase, primary screen, biochemical; inhibition, % at 8 µM; Transitional endoplasmic reticulum ATPase (Homo sapiens), P55072; 220,000 compounds, 0.42% hits; recombinant p97 ATPase, Kinase-Glo ATP luminescence, 3 h; in the data active = inhibition above about 15%;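 note: 0% = DMSO vehicle and 100% = wells lacking enzyme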
# BaF3 tox: parental Ba/F3 cell viability inhibition, counter-screen for JAK2V617F inhibitor project, murine pro-B, CellTiter-Glo luminescence. AID 1486, 2009. inhibition, % at 5.6 µM. 220,000 compounds, 1.1% hits. CellTiter-Glo ATP luminescence;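 active = inhibition above a per-campaign cutoff, the mean inhibition of all tested compounds plus 3 SD, cut at about 27% in these data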;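 note: 0% = DMSO wells and 100% = JAK Inhibitor I control wells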
# Active calls of the source: *; & = joins results of further samples; [ ] = dose if it differs, or a comment. A portion of the library; the hit share may differ from the screen's.
SMILES,RBBP9 inhibitor,p47phox inh,PPC-1+TRAIL kill,Ba/F3 V617F tox,Furin inhibitor,EP2 antag,TbHK1 inh,p97 inhibitor,BaF3 tox
CCCOc1ccc(NC(=O)C2CC(=O)N(C)C(=Nc3cccc(OC)c3)S2)cc1 (stereo unspecified),-1.0,4.7,3.0,0.1,-18.5,10.4,-10.4,4.5,7.8
O=C(CN1C(=O)CSc2ccccc21)Nc1ccc2c(c1)OCCO2,-13.7,-18.0,3.6,-2.5,-23.5[20 µM],10.3,5.5,3.7,3.5
Cc1cc(C)nc(/N=C2\NC(=O)CC(C(=O)O)N2c2ccc(C)c(C)c2)n1 (stereo unspecified),-6.1,6.1,12.1,3.6,-15.6,8.3,1.1,-1.2,3.2
O=C(Nc1cccnc1)c1cccc([N+](=O)[O-])c1,-7.9,-9.9,17.3,-3.2,-31.6,4.5,-11.3,5.9,-6.2
CCOC(=O)c1ccc(NC(=O)N2CCN(C(=O)C3CCCO3)CC2)cc1 (stereo unspecified),-6.0,3.6,4.4,1.7,-14.8,9.8,0.4,2.9,3.1
CCOC(=O)/C(C#N)=C/c1cn(CCC(=O)O)nc1-c1ccccc1,-7.6,-6.8,-3.1,-3.8,-1.5,7.4,-38.7,5.6,1.1
COc1cc(OC)cc(C(=O)OCCNC(=O)Cn2cnc3c2c(=O)n(C)c(=O)n3C)c1,-0.3,3.2,12.6,0.5,-28.7,9.5,-4.0,2.7,10.9
O=C(Cn1c(=O)oc2cc(S(=O)(=O)N3CCCC3)ccc21)Nc1ccccc1Br,-4.9,-17.7,8.1,-0.7,-24.7,5.9,-16.9,1.3,-1.5
O=C(c1cccc(F)c1)N1CCN(Cc2ccco2)CC1,2.2,-4.5,5.8,2.2,-18.6,24.1,0.1,-3.0,3.1
COC(=O)/C(=N/Nc1ccccc1Cl)Sc1nnc(C(O)c2ccccc2)n1-c1ccccc1 (stereo unspecified),-6.1,-11.8,9.2,-1.2,-9.7,13.9,-9.4,5.1,4.2
Cn1cc2cc([N+](=O)[O-])ccc2n1,-7.5,2.6,-11.0,-0.3,-23.3,4.5,-12.2,-2.1,5.3
O=S(=O)(c1ccccc1)c1nc(-c2ccccc2)oc1NCc1cccnc1,-5.6,-3.0,20.8,-2.5,-20.7,17.3,-7.1,3.5,-0.5
COC(=O)c1ccccc1NC(=O)NCCc1ccccc1OC,-11.4,-5.6,20.8,2.2,-13.6,4.3,-8.6,-2.4,3.5
CC(C)(C)c1ccc(NC(=S)NCCc2ccccn2)cc1,0.8,-11.1,7.7,-1.0,-16.3,4.4,-6.2,1.6,-1.0
COC(=O)/C(=C/c1c[nH]c2ccccc12)[N+](=O)[O-],-10.0,11.8,20.2,0.4,-13.9[20 µM],140.6*,1.0,7.1,4.2
N#Cc1cc(S(=O)(=O)c2ccccc2)c(N)[nH]c1=O,-7.5,20.9,27.1,3.8,4.5[20 µM],10.9,-6.4,-8.1,4.8
Cc1nn(CC(=O)NCc2ccco2)c(C)c1[N+](=O)[O-],-7.2,-0.2,-2.6,-5.4,-10.5,10.4,-9.7,9.5,5.5
Cc1ccc(Cl)c(OC(=O)c2nn(C(C)C)c(=O)c3ccccc23)c1,-5.4,2.9,18.6,4.0,-1.2,3.1,5.1,-2.5,3.0
Cc1ccc(N2C(=O)N(CC(=O)Nc3ccc(C)c(C)c3[N+](=O)[O-])C(=O)C2C)cc1 (stereo unspecified),-6.0,-8.9,11.4,0.3,-15.4,8.3,-2.3,0.8,3.1
COc1ccc(O)c(/C=N/n2c(-c3ccco3)csc2=Nc2cccnc2)c1,-5.3,-16.4,26.5,0.2,6.6,16.2,-0.3,0.6,4.5
COC(=O)C1=C(C(=O)OC)SC2(S1)C(C(=O)OC)=C(C(=O)OC)SC1=C2c2cccc(C)c2NC1(C)C,0.4,-4.8,16.8,-1.3,-14.0[20 µM],6.2,-6.9,-1.0,4.9
CN1C(=O)C(CC(=O)NCCc2ccccc2)N(NC(=O)c2ccc(Cl)cc2)C1=S (stereo unspecified),-7.8,-5.1,23.1,-2.1,-15.9,-0.7,-6.8,-2.4,1.9
CC(=O)c1ccc(Oc2cc(C)nc(-n3nc(C)cc3C)n2)cc1,2.7,-0.1,4.6,64.7*,-15.4[20 µM],7.2,6.2,1.3,73.9*
NC(=O)CSc1cn(Cc2cccc(F)c2)c2ccccc12,-1.1,2.0,15.7,2.9,-2.7,4.6,9.4,-3.4,10.4
CCOc1ccc(C(=O)C(CN2CCOCC2)c2ccccc2)cc1 (stereo unspecified),-4.4,-0.1,-33.6,59.1*,-10.5,8.7,-8.5,-3.8,8.2
COc1ccc(C2C(C#N)=C(N)OC3=C2C(=O)CCC3)c(OC)c1OC (stereo unspecified),-10.9,-2.7,-22.0,-0.3,-21.8,16.7,-0.6,7.2,2.2
CCOC(=O)/C=C(C)\C=C\c1c[nH]c2ccccc12,-15.6,-8.4,12.5,5.0,0.5,5.7,-15.2,-4.9,3.8
CC(C)CC(NC(N)=O)C(=O)Nc1cccc([N+](=O)[O-])c1 (stereo unspecified),-7.5,2.9,-0.3,-2.1,-9.4,3.4,-4.9,0.0,1.1
O=C(Cc1c[nH]c2ccccc12)NNC(=O)c1ccccc1,-1.8,-10.2,2.1,1.7,-9.5,7.2,-6.6,0.6,8.6
CCCCNC(=O)c1ccccc1NS(=O)(=O)c1ccc2c(c1)OCCO2,-9.3,-5.8,32.2,-3.2,-26.3[20 µM],5.1,-2.4,-0.8,3.5

# Complete entries, looked up by structure. Order of screens: RBBP9 inhibitor	p47phox inh	PPC-1+TRAIL kill	Ba/F3 V617F tox	Furin inhibitor	EP2 antag	TbHK1 inh	p97 inhibitor	BaF3 tox
# Record of CCOC(=O)/C=C(C)\C=C\c1c[nH]c2ccccc12 : -15.6	-8.4	12.5	5.0	0.5	5.7	-15.2	-4.9	3.8
# Record of COc1ccc(C2C(C#N)=C(N)OC3=C2C(=O)CCC3)c(OC)c1OC (stereo unspecified) : -10.9	-2.7	-22.0	-0.3	-21.8	16.7	-0.6	7.2	2.2
# Record of COC(=O)C1=C(C(=O)OC)SC2(S1)C(C(=O)OC)=C(C(=O)OC)SC1=C2c2cccc(C)c2NC1(C)C : 0.4	-4.8	16.8	-1.3	-14.0[20 µM]	6.2	-6.9	-1.0	4.9

# The list continues.
SMILES,RBBP9 inhibitor,p47phox inh,PPC-1+TRAIL kill,Ba/F3 V617F tox,Furin inhibitor,EP2 antag,TbHK1 inh,p97 inhibitor,BaF3 tox
O=c1[nH]c(CCl)nc2cc(-c3ccc(Cl)cc3)sc12,-8.5,-19.2,6.5,0.0,-0.6[20 µM],11.2,-33.3,3.5,6.2
Cc1c(Cl)c(=O)n2c(=O)c(Cl)c(C)n12,-3.5,-5.8,6.3,-1.0,-20.5,9.1,-4.0,6.9,1.9
NC(=O)c1ccc(C23CC4CC(CC(C4)C2)C3)o1,-10.8,6.5,7.8,1.7,-0.5,1.6,3.1,-9.6,3.7
O=C(COc1ccccc1)Nc1sc2c(c1C(=O)NCc1cccnc1)CCCC2,-10.8,5.1,25.4,-1.3,-12.9[20 µM],6.0,-0.7,-4.7,5.9
CC(=O)c1ccc2c(c1)C1C=CCC1C(C(=O)O)N2 (stereo unspecified),10.8,5.6,6.6,-0.2,-10.3,12.7,1.0,20.2*,5.4
CC(C)Sc1nc(N2CCOCC2)c2c3c(sc2n1)COC(C)(C)C3,-7.2,-3.9,1.3,-2.2,-9.8,3.9,-8.9,-0.6,5.4
CC(O)CN(Cc1ccc(Cl)cc1)CC(C)O (stereo unspecified),-3.0,-8.1,6.4,-2.5,-22.0[20 µM],6.7,1.6,6.6,-1.6
O=C(COC(=O)CNC(=O)c1ccc2c(c1)OCO2)Nc1ncc(Cl)cc1Cl,4.4,1.2,16.2,-3.9,-1.1,5.5,-8.6,1.6,-1.2
COc1ccc(C(=O)N[C@H](C(=O)OCc2cc(=O)oc3cc(C)ccc23)C(C)C)cc1,-5.5,-12.3,9.4,-3.8,-15.0,8.9,0.1,2.3,0.7
O=C(Nc1ccccc1)OCC1CCCN2CCCCC12 (stereo unspecified),-0.4,-4.3,25.5,0.6,-17.4[20 µM],23.6,2.0,3.0,2.8
CCN(C#N)c1nc(NC(C)C)nc(NC(C)(C)C)n1,-5.7,-2.7,-9.6,-1.5,-29.1,7.2,-0.9,6.0,2.0
CCOC(=O)C1CCN(C(=O)c2ccco2)CC1,-2.4,-18.0,-16.8,3.1,-26.9,9.6&7.6,-1.2,-0.6,5.5
COc1cc(/C=N/NC(=O)c2cccnc2)ccc1OS(=O)(=O)c1ccc(C)cc1,-4.0,-17.7,13.5,-3.2,-17.3,3.1,-2.0,5.2,-0.7
CCN(CC)CCCOC(=O)c1ccc(OC)cc1O,-0.3,-2.5,-6.9,-1.0,-23.4,3.2,1.3,5.3,1.2
CCOC(=O)c1nn(-c2ccccc2)c(C)c1C(C)=O,-3.5,-9.0,-4.5,-0.8,-7.1[20 µM],8.0,0.0,0.2,2.3
O=C/C(=C\Nc1ccccn1)c1nc2ccccc2o1,-7.9,-17.9,14.3,-3.0,-13.3[20 µM],8.8,-43.8,0.6,0.2
Cc1cc(C(=O)NCC2COc3ccccc3O2)c2ccccc2n1 (stereo unspecified),-11.1,-5.7,22.7,1.9,-25.7,3.7,0.5,4.5,5.6
CCOC(=O)N1CCC(NC(=O)CCC(=O)N2CCOc3ccccc32)CC1,-1.8,7.3,19.9,-1.5,-23.3,14.0,7.1,3.7,1.3
Cc1ccc(-c2nc3ccccc3o2)cc1NC(=O)c1ccc2c(c1)OCO2,-5.5,-51.1,11.1,-3.6,-19.5[20 µM],11.5,4.4,2.5,2.2
C#CCN1C(=O)C2C(C(=O)NC)C3C=CC2(O3)C1C(=O)NCc1ccc(OC)cc1 (stereo unspecified),3.0,-1.9,1.8,-4.0,-17.0,16.7&6.3,2.5,2.3,4.7
CNC(=S)N(Cc1ccccc1)Cc1cccnc1,-5.6,-3.0,1.5,-3.0,-23.9,5.3,-6.6,5.0,0.0
Cc1cc(C)n(-c2ccc([N+](=O)[O-])cc2)n1,3.9,-6.7,-1.9,-3.8,-10.3,4.0,-18.8,5.4,-1.6
Cc1sc2ncnc(SCC(=O)NC(C)C(C)C)c2c1C (stereo unspecified),1.8,-33.7,6.9,-1.6,-7.9,6.5,-1.5,-0.5,3.9
CNC(=O)c1nnc(Cc2ccc(Cl)cc2)o1,-2.1,-5.6,6.6,-0.3,-10.1,3.9,-6.2,3.3,0.7
COc1ccc(NC(=O)/C(C#N)=C\C=C\c2ccco2)cc1,-12.7,5.6,-9.5,4.1,-15.2,5.4,-17.0,-3.8,3.6
CNS(=O)(=O)c1cccc(C(=O)OCC(=O)N(CCC#N)c2ccccc2)c1,-4.1,-10.7,28.3,2.5,-21.3,5.0,-3.5,2.2,8.2

# Compound activity as filed in PubChem BioAssay.
